Bioassay records (PubChem)
Mtb RmlCD inh: M. tuberculosis RmlC/RmlD coupled enzyme inhibitors, primary screen, biochemical, compound mixtures, 384-well, from 1536-well plates | dTDP-4-dehydrorhamnose reductase (Mycobacterium tuberculosis (strain ATCC 25618 / H37Rv)) … | RmlC+RmlD coupled enzyme assay, percent inhibition; primary screen in compound mixtures | inhibition, % at 3.6 µM | 160,000 compounds, 0.03% hits; in the data active = inhibition mostly above about 34%, no sharp cut-off; note: some results filed as inactive read as strong as hits
Target sequence (P9WH09 whole entry, looked up): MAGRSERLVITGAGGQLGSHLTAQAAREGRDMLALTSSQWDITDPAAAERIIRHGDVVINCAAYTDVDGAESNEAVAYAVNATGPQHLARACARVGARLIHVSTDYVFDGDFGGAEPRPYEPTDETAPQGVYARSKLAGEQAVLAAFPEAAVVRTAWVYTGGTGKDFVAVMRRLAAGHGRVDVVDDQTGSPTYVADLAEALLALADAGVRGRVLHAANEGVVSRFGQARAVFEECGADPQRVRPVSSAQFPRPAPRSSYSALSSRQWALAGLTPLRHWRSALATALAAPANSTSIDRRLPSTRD
Target sequence (P9WH11 whole entry, looked up): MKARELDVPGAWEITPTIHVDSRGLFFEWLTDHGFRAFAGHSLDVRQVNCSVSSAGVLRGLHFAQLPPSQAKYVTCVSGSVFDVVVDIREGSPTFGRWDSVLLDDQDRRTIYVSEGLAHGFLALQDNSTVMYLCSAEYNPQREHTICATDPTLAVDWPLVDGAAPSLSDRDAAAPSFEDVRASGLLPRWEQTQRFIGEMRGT
GlmU inhibition: inhibition of mycobacterial GlmU enzyme – biochemical, glucosamine-1-phosphate acetyltransferase (AID 1376) | M. tuberculosis GlmU acetyltransferase enzyme assay; higher % means a stronger effect | inhibition, %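 (tested at 30 µM in the primary screen)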, or IC50 in µM where a hit was titrated | 220,000 compounds, 0.25% hits; in the data active = inhibition above about 13%;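 note: 0% = complete reaction with vehicle and 100% = reaction without substrate; strong numbers were not always called active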
The depositor's hits bear a star; x = not tested or not shown; & = joins results of further samples. This is a subset. The share of hits here may be higher or lower than overall.

SMILES | Mtb RmlCD inh | GlmU inhibition
CCCC(C)C1(CC)C(=O)NC(=Nc2ccc(F)cc2)NC1=O (configuration not stated) | 1 | -4.2%
COc1ccc(Cn2cc3c(-c4ccc(F)cc4)nnc-3c3cc(OC)c(OC)cc32)cc1 | 3 | -2.1%
CCN(CC)CCOCCOc1cc(C)c(Cl)c(C)c1 | 4 | -5.1%
CN(CCOC(=O)/C=C/c1ccccc1)C(C)(C)C | -13 | 2.2%
C=CCOc1nc2c(c(=O)n(C)c(=O)n2C)n1Cc1ccccc1 | 6 | 4.4%
Cc1ccc(S(=O)(=O)NC2=NCCCCC2)cc1 | -5 | -5.0%
COc1ccc(OC(=O)CCCN2C(=O)c3ccccc3C2=O)cc1 | -6 | 0.5%
COc1cc(CNC(C)(C)CO)cc(Br)c1OCc1ccccc1 | x | -1.6%
CCOC(=O)C1CCN(S(=O)(=O)c2cn(C)c(=O)n(C)c2=O)CC1 | 2 | -3.8%
O=C(Nc1cccc2nsnc12)c1cccs1 | -12 | 3.9%&-1.4%
Cc1ccc(CN2C(=O)/C(=C\c3ccc(C(=O)NCc4cccnc4)cc3)Oc3ccccc32)cc1 | -4 | 4.5%
O=c1c2ccccc2nc2n1CCC2O (configuration not stated) | 7 | -1.5%
CCC1Oc2ccc(C)cc2N(CC(=O)NCc2cccc(OC)c2)C1=O (configuration not stated) | -7 | 2.6%
N=C1C(c2ccccc2)=C(O)CN1c1cccc(O)c1 | 4 | 4.0%
COc1ccc(C2(CNC(=O)c3ccco3)CCOCC2)cc1 | 35 | 1.6%
COc1ccc(/C=C/C(=O)Nc2cccc(F)c2)cc1S(=O)(=O)N1CCOCC1 | -11 | -1.2%
CCOC(=O)c1c(C)nn(-c2ccc(NC(=O)/C=C/C(=O)O)cc2)c1C | 3 | 2.2%
COC(=O)c1cc(-c2cccs2)nn1-c1ccccc1 | -6 | -1.7%
CC(C)(C)n1ncc2c(=O)n(CC(=O)NC3CCCCC3)cnc21 | x | 1.4%
CN(C1CCCCC1)S(=O)(=O)c1ccc(Cl)c(C(=O)O)c1 | -2 | -6.1%
COC(=O)CCc1sc(NC2CCCCC2)nc1-c1ccc(OC)cc1 | x | 0.3%
O=C(COC(=O)c1cccnc1Cl)Nc1ccccc1OC(F)F | 4 | 0.2%
Cc1ccc2ccccc2c1NC(=O)Cn1nnc(-c2cccnc2)n1 | -2 | 2.3%
Cc1cc(NC(=O)CCCS(=O)(=O)c2nc(-c3cccs3)cc(C(F)(F)F)n2)no1 | -13 | 1.0%
COc1ccc(-c2nc(CS(=O)CC(=O)NCc3ccco3)c(C)o2)cc1OC (configuration not stated) | 6 | 0.8%
(list continues)
SMILES | Mtb RmlCD inh | GlmU inhibition
COC(=O)CNc1nc(-c2cccnc2)nc2ccccc12 | -10 | 0.3%
NCCS(=O)(=O)O | x | -3.1%
CC(=O)C1C(c2ccc(F)cc2)NC(=O)NC1(O)C(F)(F)F (configuration not stated) | 7 | x
Cn1c(N2CCOCC2)nc2c1c(=O)n(Cc1ccc(Cl)cc1)c(=O)n2C | x | 7.7%
Cc1cc(OC(C(=O)O)c2ccccc2)c2c(C)c(Cc3ccccc3)c(=O)oc2c1 (configuration not stated) | -7 | 4.7%
COc1ccc(N2CCN(C(c3ccccc3OC)c3nnnn3C3CCCC3)CC2)cc1 (configuration not stated) | 3 | 0.7%
NC(=O)C1CCN(C(=S)NCc2ccc3c(c2)OCO3)CC1 | 3 | 8.7%
Cc1noc(/C=C/N(C)C)c1S(=O)(=O)N1CCCC(C(=O)NCc2cccs2)C1 (configuration not stated) | -12 | 1.5%
CCc1nnc(NS(=O)(=O)c2ccc(N3C(=O)C4CC=C(Cl)CC4C3=O)cc2)s1 (configuration not stated) | 5 | x
CC(C)N(Cc1ccccc1)C(=O)Cn1c(=O)cnc2ccccc21 | x | -0.3%
CC(=NCCc1ccccc1)c1c(O)n(C)c(=O)n(C)c1=O | x | 6.6%
O=C(c1ccc(F)cc1)N1C2CCC1CC(O)(c1ccccc1F)C2 (configuration not stated) | 5 | -3.5%
O=C(Nc1cccnc1)c1ccc(NC(=O)c2ccco2)cc1 | 30 | 4.7%
Cn1c(N)c(C(=O)CSc2ccccn2)c(=O)n(C)c1=O | x | 3.3%
C/C(=N/OC(=O)c1ccc(C(F)(F)F)cc1)c1oc(C)nc1C | -8 | -1.9%
CCCn1c(N)c(N(C)C)c(=O)n(CC(=O)Nc2ccc(OC(F)(F)F)cc2)c1=O | -4 | 7.0%
CC(C)c1[nH]nc2c1C1(CCN(Cc3ccccc3)CC1)C(C#N)=C(N)O2 | 4 | 3.5%
CCOc1ccc(CCNC(=O)COC(=O)/C=C/c2ccc(OCC#N)c(OC)c2)cc1OCC | 3 | -3.3%
COC(C[C@H]1O[C@@H]1C(=O)[C@H](C)OCc1ccccc1)OC | x | 5.9%
COc1ccccc1-c1c(C(F)(F)F)oc2cc(OC(=O)c3ccccc3[N+](=O)[O-])ccc2c1=O | x | 8.2%
CC1(C)CC(c2csc(N)n2)CCO1 (configuration not stated) | 24 | 1.1%
C=CCn1c(C)cc(C2=NNC(=NCC)SC2)c1C | 1 | 0.8%
Cc1c(C(=O)O)sc2ncn(C)c(=O)c12 | -10 | 2.3%
Cc1ccc(NCc2nnc(SCC(=O)OC3CCCCC3)o2)c(C)c1 | -1 | -6.2%
COc1ccc(-n2c(=O)cc(N3CC(C)OC(C)C3)[nH]c2=O)cc1 (configuration not stated) | x | 0.9%
Continued.
SMILES | Mtb RmlCD inh | GlmU inhibition
Nc1ccc(N2CCN(C(=O)c3ccco3)CC2)cc1 | x | -0.1%
COc1cccc(Nc2ncnc3c2cnn3C)c1 | x | 0.9%
CC(C)C(=O)N=C1SC2CS(=O)(=O)CC2N1Cc1ccc(Cl)cc1 (configuration not stated) | -4 | -5.3%
COc1ccc(CNC(=O)CSc2nc3ccc(N)cc3s2)cc1 | -15 | 6.5%
COc1ccc(-n2c(C)nn(C)c2=O)c(OC)c1 | -1 | -6.3%
CCCn1cnc2c(c1=O)c1nc3ccccc3nc1n2CCc1ccccc1 | x | 3.7%
Cc1nn(-c2ccc(F)cc2)c2c1cc(C#N)c1nc3ccccc3n12 | -4 | 0.7%
CC1CCCC(NC(=O)Nc2cccs2)C1C (configuration not stated) | x | 0.8%
COC(=O)N/N=C/c1cn(CCCOc2ccc(C)cc2)c2ccccc12 | 3 | 2.0%
O=C1COc2ccc(C(=O)c3ccccc3)cc2CN1 | 4 | -0.1%
COC(=O)C1=C(C)N(c2ccc(C)cc2)/C(=C/c2ccc(O)cc2)C1=O | 7 | 1.8%
O=C(NN=C1CCCC1)c1ccccc1OCCOc1ccccc1 | x | -2.9%
CCCCn1c(Nc2ccccc2)nc2ccccc21 | -7 | 0.9%
Cc1cc(CSc2ccccc2)ccc1NC(=O)COc1ccccc1C | 27 | -3.0%
CCCNC(=O)NC(=O)CSc1nc2ccccc2n1CC(C)C | x | 1.7%
CCOc1ccccc1CN1C(=O)c2ccccc2C1C(=O)NCC1CCCO1 (configuration not stated) | 39 | 3.1%
CCC(C)n1c(-c2cccc(S(=O)(=O)N(CC)CC)c2)n[nH]c1=S (configuration not stated) | x | -4.5%
CCNC(=S)N/N=C/c1ccc(C(=O)O)cc1 | -6 | 3.4%
Cc1ncoc1C(=O)Nc1nccs1 | x | -2.4%
COCC1CCN(Cc2nc(-c3ccc(OC)cc3)no2)CC1 | 6 | -2.4%
COc1cc(-c2[nH]ncc2CN2CCc3sccc3C2)cc(OC)c1OC | 4 | 6.4%
CC(=O)Oc1ccc(-c2csnn2)cc1 | -10 | -2.4%
CC(=O)Nc1c(C)nn(-c2ccc(C)c(C)c2)c1C | 3 | -4.1%
CCS(=O)(=O)Nc1ccc(C2=NN(C(C)=O)C(c3cccs3)C2)cc1 (configuration not stated) | 13 | x
CN(c1ccc(C(=O)NC2CC3CCC2C3)cc1)S(C)(=O)=O (configuration not stated) | -9 | 1.7%

As entered above:
Mtb RmlCD inh with CCS(=O)(=O)Nc1ccc(C2=NN(C(C)=O)C(c3cccs3)C2)cc1 (configuration not stated) is entered as 13
GlmU inhibition with COc1cc(-c2[nH]ncc2CN2CCc3sccc3C2)cc(OC)c1OC is entered as 6.4%
GlmU inhibition with CC(=O)Nc1c(C)nn(-c2ccc(C)c(C)c2)c1C is entered as -4.1%
GlmU inhibition with CC(C)C(=O)N=C1SC2CS(=O)(=O)CC2N1Cc1ccc(Cl)cc1 (configuration not stated) is entered as -5.3%
Mtb RmlCD inh with COc1ccc(-n2c(C)nn(C)c2=O)c(OC)c1 is entered as -1

By substructure: the entries above with a COOH group.
SMILES | Mtb RmlCD inh | GlmU inhibition
CCOC(=O)c1c(C)nn(-c2ccc(NC(=O)/C=C/C(=O)O)cc2)c1C | 3 | 2.2%
CN(C1CCCCC1)S(=O)(=O)c1ccc(Cl)c(C(=O)O)c1 | -2 | -6.1%
Cc1cc(OC(C(=O)O)c2ccccc2)c2c(C)c(Cc3ccccc3)c(=O)oc2c1 (configuration not stated) | -7 | 4.7%
Cc1c(C(=O)O)sc2ncn(C)c(=O)c12 | -10 | 2.3%
CCNC(=S)N/N=C/c1ccc(C(=O)O)cc1 | -6 | 3.4%

One compound at a time (already shown). Order of values: Mtb RmlCD inh	GlmU inhibition
Cc1cc(CSc2ccccc2)ccc1NC(=O)COc1ccccc1C across the screens: 27	-3.0%
O=C(NN=C1CCCC1)c1ccccc1OCCOc1ccccc1 across the screens: x	-2.9%

Back to the main list with the 3 entries that preceded the break.
SMILES | Mtb RmlCD inh | GlmU inhibition
CC(=O)Nc1c(C)nn(-c2ccc(C)c(C)c2)c1C | 3 | -4.1%
CCS(=O)(=O)Nc1ccc(C2=NN(C(C)=O)C(c3cccs3)C2)cc1 (configuration not stated) | 13 | x
CN(c1ccc(C(=O)NC2CC3CCC2C3)cc1)S(C)(=O)=O (configuration not stated) | -9 | 1.7%
COc1ccc(S(=O)(=O)NC(CC(=O)NCC2CCCO2)c2ccco2)cc1 (configuration not stated) | 6 | 5.9%
Cc1cccc(-n2c(C)cc(/C=N/NC(N)=S)c2C)c1 | x | 3.0%
COc1ccc(Cl)cc1NC(=O)c1[nH]nc(OC)c1[N+](=O)[O-] | 2 | 2.5%
CCC(=O)N1CCC2(CC1)Oc1ccc(Cl)cc1C(=O)C21CC(c2cccnc2)=NO1 (configuration not stated) | 2 | 4.0%
CCOC(=O)C1CCCc2c1[nH]c1c(C(N)=O)cccc21 (configuration not stated) | -7 | 3.3%
COc1ccc(-c2cc(=O)c3cc(C)ccc3[nH]2)cc1 | x | 1.5%
CCOc1ccc(Nc2nc3ccccc3n3nnnc23)cc1 | -7 | -7.4%
CCN(CCO)c1ccc(-n2c(N)c(C(=O)OC)c3nc4ccccc4nc32)cc1 | 4 | -1.3%
Cc1ccc(C2CC(c3ccco3)n3ncnc3N2)cc1 (configuration not stated) | 0 | 2.6%
CCC(=O)Nc1nc2ccccc2n1Cc1ccccc1C | 3 | -3.0%
COC(=O)C1=C(CSCc2ccco2)NC(=O)NC1c1cc(C)ccc1C (configuration not stated) | 5 | 7.7%
Cc1cc(SCC(=O)N/N=C/c2ccco2)nc2ccccc12 | 76 | 7.9%
COc1ccc(C(=O)Nc2ccc(N3CCN(C(C)=O)CC3)cc2)cc1[N+](=O)[O-] | -5 | 1.8%
CCC(=O)Nc1cccc(-c2cc3ccccc3oc2=O)c1 | x | 3.1%
C/C=C/c1ccc(OCCCCN2CCC(C)CC2)c(OC)c1 | 6 | -3.9%
N#Cc1ccc(-c2csc(NC(=O)c3ccc(S(=O)(=O)N4CCc5ccccc5C4)cc3)n2)cc1 | 7 | 7.1%
COc1ccc(-c2n[nH]c(=S)n2-c2ccc(C)cc2)cc1 | -8 | -0.5%
COc1ccc(N2CC(C(=O)NCCC3=CCCCC3)CC2=O)cc1 (configuration not stated) | x | -4.4%
CCN1CCN(C(=O)c2cc3cc4cc(OC)ccc4nc3s2)CC1 | -3 | x
O=C(/C=C/c1ccccc1Cl)c1cccnc1 | 4 | -3.2%
O=C(CSCc1c(Cl)cccc1Cl)Nc1nccs1 | 5 | -0.6%
CCCC(=O)Nc1ccc(-c2cnc(-c3ccc(NC(=O)CCC)cc3)nc2)cc1 | 23 | -1.5%
O=c1[nH][nH]c2c(N=Cc3ccccc3O)ccc(F)c12 | -10 | 29%*
Cc1cc(C)c2oc(C(=O)Nc3nnc(C(C)C)s3)cc(=O)c2c1 | -3 | 7.8%
Cc1cc(C(=O)CSc2nnc(-c3ccccc3F)o2)c(C)n1Cc1cccs1 | x | -2.0%
(further entries)
SMILES | Mtb RmlCD inh | GlmU inhibition
O=C(NC1CCN(C(=S)NCCc2ccccc2)CC1)C1CCCCC1 | -64 | 1.1%
Brc1cc(Br)c2ncnc(N3CCCCC3)c2c1 | -4 | 0.2%
CCn1c(=O)oc2cc(NC(=O)CCl)ccc21 | -15 | 2.2%
O=C(NC1C2CC3CC(C2)CC1C3)C1CC1 (configuration not stated) | 36 | -3.3%
Brc1ccc([C@H]2CN3CCSC3=N2)cc1 | x | 3.0%
O=C(COC(=O)CC1CC2CCC1C2)NC(=O)NCc1ccco1 (configuration not stated) | 8 | 2.4%
Cc1ccc(C(=O)NC2(C(F)(F)F)N=C3SCCN3C2=O)cc1 (configuration not stated) | x | 1.7%
CC(=O)NC1C(=O)N=C(SCc2ccccc2)NC1=O (configuration not stated) | x | 1.2%
COc1ccccc1-c1nc(C(F)(F)F)c(OC)o1 | -17 | 5.3%
O=C(Nc1nccs1)c1ccc(NC(=O)c2ccco2)cc1 | -14 | -1.9%
C=CCOc1ccc2c(OC)c3ccoc3nc2c1OC | x | 0.6%
O=c1c2ccccc2nc(-c2ccco2)n1-c1cccnc1 | x | 0.7%
C/C(CC(=O)Nc1ccc([N+](=O)[O-])cc1)=N/NC(=O)C1C2CCCCC21 (configuration not stated) | -11 | 4.3%
CC(C)(C)c1ccc(Cn2nc(CC(=O)O)c3ccccc3c2=O)cc1 | x | 5.0%
